HP1b chromo inh = inhibitors of HP1-beta chromodomain binding to methylated histone tails. P83916. AlphaScreen HP1-beta / biotin-H3K9me3 peptide binding. Potency, µM (highest dose often 114 µM), without a hit: at the top dose activity change, negative = inhibition, hits mostly inhibitors. 390,000 tested, 0.56% active. AID 540317; also: nearly all actives have a fitted effect of over 70% in size; inactives centre near 23
Target sequence (P83916 whole entry, looked up): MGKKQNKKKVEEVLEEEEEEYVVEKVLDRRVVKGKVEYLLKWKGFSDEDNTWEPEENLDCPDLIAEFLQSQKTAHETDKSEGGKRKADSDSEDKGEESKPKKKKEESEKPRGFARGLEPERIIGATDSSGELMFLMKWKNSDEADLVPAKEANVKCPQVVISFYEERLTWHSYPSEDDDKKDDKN
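AlphaScreen: HP1-beta (50 nM) preformed 30 min with biotin-H3(1-18)K9me3 peptide (50 nM) in PBS pH 7.4, 0.01% Tween-20. Compound added for 30 min at RT, then streptavidin donor/nickel chelate acceptor beads (10 ug/mL) for 30 min.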
12-LOX inh = blocks human arachidonate 12S-lipoxygenase; P18054; purified 12hLO, xylenol orange hydroperoxide absorbance; Potency, µM (top dose mostly 108 µM), without a hit: at the top dose activity change, negative = inhibition, usual class: inhibitors; 580,000 tested, 1.1% active; also: % is scaled to controls: 0 for no effect and ±100 for the full control effect
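Purified human 12hLO at 150 nM in 25 mM Hepes, 0.01% Triton X-100, pH 7.0, preincubated 15 min at room temperature with compound. Reaction started with 40 uM arachidonic acid, 30 min at room temperature. Hydroperoxide measured by Fe-xylenol orange, 573/405 nm absorbance ratio.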
rTrxR1 inhibitor = blocks rat thioredoxin reductase 1. O89049. recombinant rTrxR1, NADPH fluorescence consumption, selenite substrate. Potency, µM (series often up to 114 µM), without a hit: at the highest dose activity change, negative = inhibition, hits mostly inhibitors. 390,000 tested, 1% active; also: % is scaled to controls: 0 for no effect and ±100 for the full control effect; nearly all actives have a fitted effect of over 65% in size
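Rat TrxR1 (90 nM in the dispensed reagent) was pre-reduced with 400 uM NADPH for 5 min at room temperature, then incubated with compound for 15 min. After 400 uM selenite was added, NADPH fluorescence (Ex 340/Em 450 nm) was followed for 8 min.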
Pin1 inh = inhibitors of human Pin1; 390,000 tested, 0.009% active; Potency, µM (highest dose often 115 µM), for the others: top-dose activity, negative = inhibition, hits mostly inhibitors; AID 504891; Q13526; Pin1 FP peptide displacement, HiFluor488, 10 min; active = well fitted inhibition curve with a large enough effect in the polarisation, with a control signal flat, not every such curve was filed as active; inconclusive = small, poorly fitted or top-dose-only effect, or effect the other way, or a change in a side signal; inactive = no such curve, though single readings can be large or run the other way; the % refers to the polarisation; also: % is scaled to controls: 0 for no effect and ±100 for the full control effect
Target sequence (Q13526 whole entry, looked up): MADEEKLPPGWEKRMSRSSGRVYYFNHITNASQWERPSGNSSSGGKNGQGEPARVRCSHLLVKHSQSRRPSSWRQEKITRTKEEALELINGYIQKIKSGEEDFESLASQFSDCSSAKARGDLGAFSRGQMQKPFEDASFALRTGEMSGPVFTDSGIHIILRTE
RGS4 inh = human RGS4 inhibition | AID 504845 | 390,000 tested, 0.039% active | Transcreener GDP fluorescence polarization, RGS4-accelerated GTP hydrolysis | Potency, µM (titrated, usually from 114 µM), for inactives: at the highest dose activity change, negative = inhibition, most hits filed as inhibitors | P49798; also: % is scaled to controls: 0 for no effect and ±100 for the full control effect; nearly all actives have a fitted effect of over 75% in size; some results filed as inactive show a strong effect at the top dose
Target sequence (P49798 whole entry, looked up): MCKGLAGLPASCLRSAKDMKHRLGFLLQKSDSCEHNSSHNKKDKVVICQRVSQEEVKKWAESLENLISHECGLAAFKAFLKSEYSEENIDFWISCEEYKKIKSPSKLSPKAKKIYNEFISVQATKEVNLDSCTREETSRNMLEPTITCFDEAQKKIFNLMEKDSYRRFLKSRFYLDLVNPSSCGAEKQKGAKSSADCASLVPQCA
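MLSMR compounds (23 nl, pin-transferred) preincubated 10 min at room temperature with a 500nM (2x) first reagent, then RGS4 at 900nM (2x) plus Transcreener GDP mix added; fluorescence polarization (620/688 nm) read before and after 90 min at 30 °C.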
JMJD2A Tudor inh = inhibitors of human JMJD2A Tudor domain | AlphaScreen JMJD2A-Tudor / H3K4me3 peptide binding | Potency, µM (series often up to 114 µM), without a hit: top-dose activity change, negative = inhibition, most hits filed as inhibitors | 390,000 tested, 4.4% active | AID 504339; also: % is scaled to controls: 0 for no effect and ±100 for the full control effect; nearly all actives have a fitted effect of over 50% in size
ERG Ets-DNA blk = inhibitors of human ERG Ets domain-DNA interaction; P11308; fluorescence polarization, His-ERG Ets domain / labelled DNA; Potency, µM (top dose mostly 76.9 µM), for the others: at the highest dose FP activity, negative = inhibition, usual class: inhibitors; 370,000 tested, 0.028% active; AID 624246; active = well fitted inhibition curve with a large enough effect in the polarisation, with a control signal flat; inconclusive = small, poorly fitted or top-dose-only effect, or effect the other way, or a change in a side signal; inactive = no such curve, though single readings can be large or run the other way; the % refers to the polarisation;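 also: polarization taken with two DNA probes labelled with fluorescein and Texas red; % of control where 0% means no effect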
Target sequence (P11308 whole entry, looked up, the tested form may be a part): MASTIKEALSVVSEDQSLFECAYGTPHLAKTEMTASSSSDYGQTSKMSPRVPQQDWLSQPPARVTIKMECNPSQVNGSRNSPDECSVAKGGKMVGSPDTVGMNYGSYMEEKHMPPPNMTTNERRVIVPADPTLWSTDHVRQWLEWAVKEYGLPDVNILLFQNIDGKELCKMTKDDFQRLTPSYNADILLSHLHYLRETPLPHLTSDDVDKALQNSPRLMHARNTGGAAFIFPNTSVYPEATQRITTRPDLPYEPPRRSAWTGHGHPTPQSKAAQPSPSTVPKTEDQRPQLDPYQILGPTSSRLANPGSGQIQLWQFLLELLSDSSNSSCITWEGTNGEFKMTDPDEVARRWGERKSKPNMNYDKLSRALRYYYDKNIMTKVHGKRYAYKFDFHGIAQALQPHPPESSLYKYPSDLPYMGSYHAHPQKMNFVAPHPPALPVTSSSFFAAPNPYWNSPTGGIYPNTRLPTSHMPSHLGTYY
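His-tagged ERG Ets domain (1 uM in the protein solution; 300mM KCl, 50mM Tris-HCl, 1mM EDTA, 1mM DTT, pH 7.5) received compound, then a probe mix of 5 nM fluorescein-DNA and 100nM Texas-615-DNA. Fluorescence polarization was read for both dyes.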
GLS inhibitor = glutaminase GLS (human) inhibition; O94925; GLS enzymatic activity, qHTS titration; Potency, µM (highest dose often 45.5 µM), without a hit: at the highest dose activity change, negative = inhibition, hits mostly inhibitors; 410,000 tested, 0.21% active; also: % is scaled to controls: 0 for no effect and ±100 for the full control effect
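Coupled fluorescence readout: glutamate oxidase/HRP/Amplex Red detect glutamate formed by hKGA from L-glutamine (1 mM solution added). Buffer 45 mM KH2PO4 pH 8.2, 0.02% Tween-20; reads at t0 and 30 min RT.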
PGK inhibitor = T. brucei PGK inhibition; P07378; PGK/GAPDH coupled, Kinase-Glo luminescence, 60 min; Potency, µM (series often up to 57.5 µM), for inactives: top-dose activity change, negative = inhibition, hits mostly inhibitors; 380,000 tested, 0.043% active; also: % is scaled to controls: 0 for no effect and ±100 for the full control effect; nearly all actives have a fitted effect of over 60% in size
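Recombinant glycosomal PGK reaction used 1,3-bisphosphoglycerate generated in-well by GAPDH (100nM final) in 100mM TEA pH 7.6, 5mM MgCl2, 0.01% Tween-20. After 60 minutes at room temperature, ATP was read by Kinase-Glo Plus luminescence end-point.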
* hit, by the source's call; i = inactive; ? = inconclusive; · = no result given; & = joins results of further samples; [ ] = remark or other dose. Unless noted, calls follow the shape of the dose curve; as a rule, active = well fitted curve in the direction sought with a large enough effect; inconclusive = small, poorly fitted or top-dose-only effect, or another doubt; inactive = no such curve, though single readings can be large; an effect the other way counts as inactive or inconclusive. Potency is read from the fitted curve at half-maximal effect. A portion of the library (hit frequency here may not be typical).

item	12-LOX inh	PGK inhibitor	GLS inhibitor	HP1b chromo inh	RGS4 inh	rTrxR1 inhibitor	ERG Ets-DNA blk	Pin1 inh	JMJD2A Tudor inh	Compound
1	-2.6%	-1.7%	7.4%	23.9%	-19.0%	10.8%[57.1 µM]	-1.0%	15.8%	-13.7%	Cc1cccc([C@@H]2[C@@H]3C(=O)N(Cc4ccccc4)C(=O)[C@@H]3[C@]3(Cc4ccccc4)C(=O)N(c4ccc(C(F)(F)F)cc4)C(=O)N23)c1
2	0.0%	2.7%	3.9%	40.8%[activator]	8.7%	14.3%	-1.1%	-2.2%	11.3%	CC(=O)c1cnc(-c2cccc(Cl)c2)s1
3	14.9%	11.0%	0.0%	1.4%	3.4%	8.3%	2.3%	0.2%	-23.5%	CCOc1ccc(NC(=O)CN(C)C(=O)c2c(-c3c(F)cccc3Cl)noc2C)cc1OCC
4	-12.2%	-8.1%	1.4%	26.9%	0.3%	18.6%	6.6%	-7.1%	-9.1%	Cc1ccc2oc(=O)c3cc(C(=O)N4CCN(c5ccccc5)CC4)sc3c2c1
5	-10.5%	0.7%	-1.2%	19.9%	-3.5%	5.1%	3.6%	-10.7%	-4.1%	O=C(Nc1ccc(S(=O)(=O)NC2=NCCCCC2)cc1)c1cccc(S(=O)(=O)N2CCOCC2)c1
6	-9.7%	i	1.1%	44.4%[activator]	-20.6%	23.2%[57.1 µM]	-1.2%	-1.4%	0.3%	O=C(c1cnccn1)N1CCc2ccccc2C1
7	?	i	5.1%&10.7%	53.6%&-6.7%[activator]	-2.4%[56.9 µM]	8.0%	21.6%&-1.1%	-2.0%&-6.7%	-18.2%&-25.5%	Cc1cccc(CNS(=O)(=O)c2ccc(-c3cnc(C4CC4)o3)cc2)c1
8	?	3.3%	-1.1%	14.8%	-0.5%	5.7%	-4.2%	6.9%	-10.6%	N=c1c(C(=O)NCCN2CCOCC2)cc2c(=O)n3ccccc3nc2n1CCCN1CCOCC1
9	?	4.3%	-1.5%	-14.0%	8.6%	12.7%	-5.9%	0.3%	-13.2%	CCN(CC)CCOC(=O)c1ccc(NC(=O)c2nn(C)c3c2COc2ccccc2-3)cc1
10	2.0%	7.2%	0.9%	44.3%[activator]	-7.8%	18.1%[57.1 µM]	-6.9%	-0.5%	3.8%	CC(C)c1ccccc1OCC(=O)NN1C(=O)c2ccccc2C1=O
11	448.8%[activator]	i	11.5%	43.2%	6.6%	?	-13.6%	?	-2.8%	CCCc1cc(NCCCN2CCOCC2)n2c(nc3ccccc32)c1C#N
12	-8.9%	2.3%	6.6%	25.3%	7.6%	14.7%	·	7.9%	-9.3%	CC(=O)Nc1ccc(NC(=O)C(Cc2ccccc2)NC(=O)C2CCC(C)CC2)cc1 (stereo not given)
13	?	-5.5%	-7.8%	25.8%	-12.5%	7.9%[57.1 µM]	5.2%	?	-14.1%	COCCn1cc(C(=O)c2cc(Br)ccc2O)cc(C#N)c1=O
14	25.1µM*	i	-3.9%	-82.9%	?	7.9%	-21.3%	-10.0%	12.6µM*	O=[N+]([O-])c1cc(S(=O)(=O)Nc2ccccc2)ccc1N1CCN(c2ccc(O)cc2)CC1
15	-11.5%	?	-20.6%	2.2%	-78.5%	?	-9.0%	-5.2%	?	O=[N+]([O-])/C=C/c1ccc2c(ccn2Cc2ccccc2)c1
16	-32.0%	-1.0%	7.3%	24.0%	-25.2%	14.1µM*	-3.9%	-2.3%	?	O=[N+]([O-])c1ccc(/C=N/NS(=O)(=O)c2ccc(Cl)cc2)o1
17	1.4%	-8.1%	0.8%	56.3%[activator]	6.7%	17.6%	-15.3%	1.1%	5.0%	COc1ccc(CC(=O)Nc2ccccc2C(=O)NCCc2ccccc2)cc1
18	-6.1%	-6.2%	5.3%	3.5%	16.6%	19.8%	-5.4%	-14.6%	-22.5%	CC(C)COc1ccc(C2NC(=O)NC2=O)cc1 (stereo not given)
19	-1.4%	4.9%	-22.5%	41.0%[activator]	6.0%	8.0%	-4.2%	-6.2%	3.3%	CCCCn1c(=O)c2oc3ccccc3c2n(Cc2ccc(OC)cc2)c1=O
20	12.4%	i	4.1%	22.6%	19.5%	6.1%	-2.8%	-0.7%	-5.4%	CCCC(=O)Nc1ccccc1-c1nnc(SCC)[nH]c1=O
21	-7.4%	-5.2%	1.3%	24.3%	-7.2%	15.6%	-3.8%	4.5%	-14.6%	COc1ccc(CCNC(=O)c2c(C)oc3ncn(CC(C)C)c(=O)c23)c(OC)c1
22	0.0%	-4.3%	10.4%	1.5%	-14.9%	5.5%	0.6%	6.4%	-27.9%	CN(C)S(=O)(=O)c1cccc(NC(=O)c2cc([N+](=O)[O-])ccc2N2CCCCC2)c1
23	-1.3%	-2.4%	2.4%	38.6%	-12.0%	?	·	-2.0%	-6.9%	CC1CCN(C(=O)c2ccc(S(=O)(=O)Cc3cccc(F)c3)c([N+](=O)[O-])c2)CC1
24	-3.3%	-6.3%	-4.0%	-2.1%	-38.5%	-0.5%	16.3%	-1.3%	?	O=C(Nc1cccc(/C=C/c2ccccn2)c1)c1ccc(-n2cncn2)c([N+](=O)[O-])c1
25	-10.4%	3.1%	-3.5%	11.3%	8.7%	-0.3%[57.1 µM]	-4.2%	7.4%	-6.3%	O=C(NCc1ccc(Cl)cc1)C1CCN(C(=O)c2ccco2)CC1
26	0.0%	-1.1%	1.5%	40.0%	-12.0%	2.7%[57.1 µM]	9.8%	-1.3%	-15.4%	O=C(C1CCN(C2CC(=O)N(c3cccc(Cl)c3)C2=O)CC1)N1CCCCCC1 (stereo not given)
27	0.3%	-5.0%	3.1%	-31.4%	3.7%	26.2%[57.1 µM]	5.9%	-10.9%	-30.5%	COc1ccc(N(C(=O)c2cc3ccccc3oc2=O)C2C=CS(=O)(=O)C2)cc1 (stereo not given)
28	423.4%[activator]	-8.4%	4.5%	21.7%	9.8%	?	5.6%	?	-6.8%	CNc1oc(-c2ccccc2F)nc1S(=O)(=O)c1ccc(C)cc1
29	0.0%	i	30.0%	43.7%[activator]	-23.2%	7.9%	-7.6%	-6.8%	-2.7%	Cc1cc(N2CCN(c3ccccn3)CC2)n2c(nc3ccccc32)c1C#N
30	2.1%	-0.4%	-10.5%	22.2%	6.6%	7.7%[57.1 µM]	10.3%	-7.5%	-3.7%	Cc1ccccc1C(=O)O/N=C(\N)c1ccncc1
31	-28.3%	23.8%	-6.2%	17.6%	20.9%	1.4%	-1.7%	1.1%	-16.2%	CCOC(=O)c1cc(=O)n(-c2ccc(Cl)cc2C)[nH]1
32	·	1.8%	6.2%	26.2%	-18.2%	8.5%	-1.7%	4.7%	-11.7%	CCCNc1c(NS(=O)(=O)c2ccc3c(c2)CCCC3)c(=O)oc2ccccc12
33	-0.3%	-9.8%	1.8%	37.9%	12.2%	-59.9%	-2.0%	-8.2%	10.3%	Cc1c(Cc2ccccc2)c(=O)oc2cc(OCc3nn[nH]n3)ccc12
34	-25.1%	-0.6%	-2.6%	18.1%[57 µM]	-15.8%	10.9%[57.1 µM]	1.0%	3.4%	-21.1%	COc1ccc(S(=O)(=O)c2c(Nc3ccc(F)cc3)sc(C(=O)c3ccc4c(c3)OCO4)c2N)cc1
35	?	i	1.4%	14.4%	-23.3%	-1.0%	4.3%	-1.2%	-22.6%	COc1ccccc1OCCNC(=O)C(CCSC)NC(=O)c1ccccc1Cl (stereo not given)
36	-11.1%	i	0.6%	45.9%[activator]	-13.8%	19.7%	-0.4%	19.2%	-4.1%	COc1cccc(/C=C/C(=O)N(C)CC(=O)Nc2ccc(Cl)c(C(F)(F)F)c2)c1
37	-8.9%	-6.4%	-8.7%	55.2%[activator]	-26.2%	121.9%[activator]	-2.6%	7.7%	26.9%	COc1ccccc1C(=O)NCCNc1nc2cc(C)cc(C)c2cc1C#N
38	7.2%	1.3%	38.5%[activator]	20.8%	-7.8%	?	0.1%	5.6%	2.0%	CCNC(=S)NNC(=O)c1cc(C2CC2)nc2ccccc12
39	0.5%	6.5%	-15.3%	36.1%	-5.7%	45.3%[activator][57.1 µM]	-8.6%	-2.5%	2.8%	N#Cc1ccc(OCC(=O)Nc2cc(S(=O)(=O)N3CCCCC3)ccc2N2CCCCC2)cc1
40	9.7%	0.4%	11.3%	29.2%	27.3%	1.1%	-14.5%	?	3.6%	COc1ccc(OCc2cc(C(=O)N(C)Cc3cnccn3)no2)c(Cl)c1
41	0.0%	-2.4%	-0.4%	44.2%[activator]	7.7%[56.9 µM]	-4.2%	5.4%	1.1%	-1.5%[57.1 µM]	N#Cc1ccc(CSc2nnc(-c3ccncc3)n2CCc2ccccc2)cc1
42	?	-7.9%	-12.8%	11.7%	-42.8%	?	0.9%	51.1%[activator]	-30.9%	CCCC(C(=O)NC1CCCC1)N(C(=O)Cn1nnc(-c2ccc(C)o2)n1)C1CCCC1 (stereo not given)
43	-4.0%	i	-3.1%	58.6%[activator]	-33.1%	23.3%[57.1 µM]	-0.1%	-3.3%	-10.7%	CC(C)Oc1ccc(CNC(=O)c2cnc3sc(N4CCCCC4)nn3c2=O)cc1
